# Screening results from PubChem BioAssay.
# MC4R ag barr = agonists of human melanocortin 4 receptor (MC4R) beta-arrestin; P32245; 360,000 compounds, 0.98% hits; activation, % at 8.9 µM; U2OS MC4R beta-arrestin complementation, luminescence; percent of melanotan II response, DMSO zero; AID 540308;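 active = activation above a per-plate cutoff, the mean activation of sample wells on that plate plus 3 SD, cut at about 8% in these data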
# TLR9-MyD88 block = inhibitors of human TLR9-MyD88 binding | Q9NR96+Q99836 | 340,000 compounds, 0.21% hits | CHO BLA complementation TLR9-MyD88, CCF4 FRET ratio | inhibition, % at 4.98 µM;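 active = inhibition above the mean over all tested compounds plus 3 SD, cut at about 21% in these data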;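 note: 0% = DMSO only wells and 100% = clavulanate BLA inhibitor control wells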
# Target sequence (Q99836 whole entry, looked up): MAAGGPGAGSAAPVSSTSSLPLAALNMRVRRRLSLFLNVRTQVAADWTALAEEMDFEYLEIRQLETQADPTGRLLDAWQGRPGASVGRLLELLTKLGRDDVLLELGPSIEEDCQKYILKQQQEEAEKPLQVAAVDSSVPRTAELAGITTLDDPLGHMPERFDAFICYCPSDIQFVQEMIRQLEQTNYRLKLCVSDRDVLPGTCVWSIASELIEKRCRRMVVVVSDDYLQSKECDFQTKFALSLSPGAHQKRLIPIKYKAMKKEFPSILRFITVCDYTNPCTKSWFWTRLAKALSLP
# Target sequence (Q9NR96 whole entry, looked up): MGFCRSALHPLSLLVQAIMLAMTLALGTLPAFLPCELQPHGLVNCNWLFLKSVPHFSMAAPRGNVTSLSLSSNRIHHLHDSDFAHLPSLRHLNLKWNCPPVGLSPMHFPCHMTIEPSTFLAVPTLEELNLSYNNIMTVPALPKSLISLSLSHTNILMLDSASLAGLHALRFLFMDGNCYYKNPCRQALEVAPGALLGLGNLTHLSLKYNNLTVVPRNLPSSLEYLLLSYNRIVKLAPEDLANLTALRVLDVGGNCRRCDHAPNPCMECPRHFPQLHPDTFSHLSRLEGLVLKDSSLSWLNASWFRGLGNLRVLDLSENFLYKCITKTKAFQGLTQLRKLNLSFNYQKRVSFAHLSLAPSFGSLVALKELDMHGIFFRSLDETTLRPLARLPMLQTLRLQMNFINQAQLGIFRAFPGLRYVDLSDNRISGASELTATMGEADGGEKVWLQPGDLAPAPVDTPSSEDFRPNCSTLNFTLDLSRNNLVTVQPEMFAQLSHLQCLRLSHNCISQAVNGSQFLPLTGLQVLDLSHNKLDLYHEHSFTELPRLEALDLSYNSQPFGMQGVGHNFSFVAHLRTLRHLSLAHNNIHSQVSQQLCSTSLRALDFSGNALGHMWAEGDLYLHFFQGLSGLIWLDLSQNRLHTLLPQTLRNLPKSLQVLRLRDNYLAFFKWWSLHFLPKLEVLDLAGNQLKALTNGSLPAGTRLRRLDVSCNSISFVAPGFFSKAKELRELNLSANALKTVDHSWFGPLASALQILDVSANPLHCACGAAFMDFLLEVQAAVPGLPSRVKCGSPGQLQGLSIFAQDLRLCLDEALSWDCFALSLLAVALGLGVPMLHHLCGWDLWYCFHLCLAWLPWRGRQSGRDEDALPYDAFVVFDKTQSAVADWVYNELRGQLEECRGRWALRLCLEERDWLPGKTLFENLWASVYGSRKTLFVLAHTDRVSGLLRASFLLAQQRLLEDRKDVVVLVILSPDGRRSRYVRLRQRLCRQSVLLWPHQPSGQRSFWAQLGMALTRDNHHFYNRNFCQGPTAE
# m5-HT2A agonist = activates the mouse 5-HT2A serotonin receptor; 360,000 compounds, 0.66% hits; P35363; activation, % at 7.6 µM; CHO-K1 mHTR2A beta-arrestin complementation, luminescence; percent of 30 µM serotonin response;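 active = activation above a run cutoff, the mean activation of all tested compounds plus 3 SD, cut at about 14% in these data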;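 note: 0% = plate median of compound wells and 100% = 30 µM serotonin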
# ABHD5 PLIN5 PPI = blocks binding of human ABHD5 to perilipin-5 | Split G. princeps luciferase complementation, luminescence, 4 h | inhibition, % at 4 µM | 360,000 compounds, 0.78% hits | AID 602281;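 active = inhibition above the mean inhibition across every tested compound plus 3 SD, cut at about 22% in these data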;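 note: 0% = DMSO only wells and the 100% control is not disclosed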
# Glyco luc inh = blocks N-linked glycosylation in D54 reporter cells | reporter increase, % at 12.5 µM | AID 588692 | 360,000 compounds, 0.23% hits | D54 ERlucT glycosylation luciferase reporter, 24 h; percent of 100 nM tunicamycin response;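 active = mean luciferase reporter signal, scaled so untreated is 0 and the glycosylation-blocking control 100, at or above a set limit in every replicate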;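 note: luciferase carries N-glycosylation sites so blocking glycosylation raises the light; 0% = median of neutral control wells and 100% = median of 100 nM tunicamycin wells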
# H9c2 protect = modulators protecting cardiomyocytes from myocardial damage; H9c2 cardiomyocytes, H2O2 injury protection, ATPLite, 2 h; protection from H2O2 cell death, % at 20 µM; 360,000 compounds, 0.63% hits; AID 588492;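 active = compounds giving at least 50% protection of heart cells from peroxide-induced death in the single-dose screen, raw or plate-pattern-corrected value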;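 note: 0% = DMSO wells with peroxide and 100% = DMSO wells without peroxide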
# NCOA2 inhibitor = human SRC2 (NCOA2) inhibition; AID 651957; 370,000 compounds, 0.17% hits; HEK293 GAL4-SRC2 luciferase reporter, luminescence; inhibition, % at 9 µM; Q15596;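 active = inhibition above the mean inhibition of all tested compounds plus 3 SD, set per campaign, cut at about 52% in these data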;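 note: 0% = DMSO treated cells and 100% = cells given Gossypol at 36 µM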
# ABCB6 inh 2 = blocks the human ABCB6 transporter | K562-ABCB6 porphyrin accumulation, flow cytometry, 1 h; stronger effect = lower value | fluorescence ratio to DMSO, % at 10 µM | Q9NP58 | 360,000 compounds, 0.19% hits;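 active = fluorescence ratio to DMSO below 75%, the collection mean minus 3 SD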;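 note: signal is porphyrin accumulated inside mitochondria; 100% equals median channel fluorescence of DMSO control wells; lower ratio means ABCB6 inhibition with less porphyrin fluorescence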
# NOD2 RIPK2 PPI = NOD2-RIPK2 protein interaction inhibition; inhibition, % at 4.98 µM; AID 624267; O43353; 360,000 compounds, 0.38% hits; CHO BLA complementation NOD2-RIPK2, CCF4 ratio; in the data active = inhibition above about 21%;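 note: 0% = vehicle only and 100% = reference blocker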
# MC4R antag cAMP = blocks human MC4R cAMP signaling; 360,000 compounds, 0.48% hits; P32245; inhibition, % at 6.5 µM; MC4R-expressing cells, MTII-stimulated cAMP, LANCE TR-FRET;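 active = inhibition above its plate's cutoff, the mean of tested wells on that plate plus 3 SD, cut at about 29% in these data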;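 note: 0% = Melanotan II alone and 100% = Melanotan II plus saturating MCL0020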
#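 Assay system: U2OS cells stably expressing human melanocortin 4 receptor (MC4R) / Dosing: 6.5 µM / Timing: compound 30 min, challenge 1 h, detection 1 h / Measured by: Eu-cAMP/anti-cAMP TR-FRET, emission 671 nm / Replicates: singlicate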
# Numbers without * were called inactive; . = no result given. These rows are one share of the data; count on the stated rates, not on these rows.
SMILES,MC4R ag barr,TLR9-MyD88 block,m5-HT2A agonist,ABHD5 PLIN5 PPI,Glyco luc inh,H9c2 protect,NCOA2 inhibitor,ABCB6 inh 2,NOD2 RIPK2 PPI,MC4R antag cAMP
O=C(COC(=O)CNC(=O)c1ccccc1)Nc1nc(-c2ccccc2)cs1,-1.8,-17,1,5,2,5,-39,99,-8,25
Cc1ccnc(NC(=O)c2cnc(Cl)c(Cl)c2)c1,-1.0,-13,3,-8,2,3,-20,91,-2,32*
COc1ccc(NC(=O)COC(=O)c2ccc(S(=O)(=O)N3CCCC3)cc2)cc1OC,-2.1,1,-5,-11,-1,5,17,97,6,12
CCN(C(=O)COC(=O)c1cc(-c2ccccc2)nc2c1c(C)nn2-c1ccccc1)C1CCS(=O)(=O)C1 (configuration not stated),-1.2,11,4,2,2,-3,0,75,0,14
CSc1ccccc1NC(=O)CSCc1ccc(C)cc1,-2.1,5,0,1,11,-7,17,100,-7,2
O=C1C2C3C=CC(CC3)C2C(=O)N1/N=C/c1ccco1 (configuration not stated),0.5,-1,0,-3,1,-3,-15,96,-13,1
O=C(c1ccc(CNS(=O)(=O)c2ccc(Br)cc2)cc1)N1CCCCCC1,-2.1,0,7,8,-1,-9,-5,97,-1,14
COc1cc(C(=O)NCCN2CCOCC2)cc(OC)c1OC,1.4,-3,-2,-3,2,2,9,83,11,-6
Cc1cc(C)nc(NC(=O)C2c3ccccc3Oc3ccccc32)n1,-0.9,.,3,-3,-1,-2,7,93,-10,3
COc1ccc(NC(=O)COC(=O)c2c(NC(C)=O)sc(C)c2C)cc1,31*,2,6,4,-5,5,-15,103,-16,-2
Cc1cc(N=NC(=O)c2ccccc2)ccc1O,-2.6,2,-2,1,2,-3,-17,96,-11,-4
O=C(CNC(=O)c1ccc2c(c1)OCO2)N/N=C/c1cc(Br)ccc1O,0.3,-1,0,-2,-6,44,5,98,3,9
Cc1cc(C)cc(NC(=O)CCn2cnc3cc(C)c(C)cc32)c1,1.3,3,-5,9,0,-7,2,97,-5,18
O=C(c1nc2nc(-c3ccccc3)cc(C(F)(F)F)n2n1)N1CCOCC1,-1.8,11,0,3,1,-4,16,104,-4,-1
CS(=O)(=O)N1CCC(Oc2ccccc2C(=O)NC(C2CC2)C2CC2)CC1,-1.7,-1,3,5,1,2,-22,98,2,-5
C=CCn1c(Oc2ccc(C=O)cc2OCC)nc2c1c(=O)n(C)c(=O)n2C,-1.6,-2,4,-6,2,0,-1,100,-17,2
COc1ccccc1C(=O)NCC(=O)NCCC(c1ccccc1)c1ccccc1,-1.2,-7,-5,-6,-1,0,27,105,8,-6
O=C(O)COc1ccccc1C(Nc1ccccn1)c1cc(Cl)c2cccnc2c1O (configuration not stated),-1.5,13,-3,0,3,16,-14,97,12,-2
Cc1ccn2c(Nc3ccccc3)c(-c3ccccn3)nc2c1,0.0,4,-10,1,-5,-3,6,96,6,6
CC1CC(C)(C)CC2(C1)NC(=O)N(CC(=O)Nc1ccc3[nH]c(=O)[nH]c3c1)C2=O (configuration not stated),0.1,-2,1,-16,1,8,24,98,-2,17
Nc1nc(-c2ccc(Cl)cc2)cn1N,1.2,-1,0,1,0,4,-29,98,-7,5
CCOc1ccc(/C=N/Nc2cc(C)nc(N3CCOCC3)n2)cc1,-2.0,-3,3,-5,-1,2,20,93,5,-1
CCN(C(=O)CN1C(=O)NC2(CCCC2)C1=O)c1nc2c(C)cccc2s1,-1.2,0,-2,0,0,2,27,89,-2,7
O=C(Nc1cc(S(=O)(=O)N2CCCCC2)ccc1O)c1ccccc1NS(=O)(=O)c1ccc(F)c(F)c1,-1.6,-1,-2,-12,0,-8,-7,101,2,7
CC(C)(C)C(=O)COC(=O)c1cc(S(=O)(=O)N2CCCCC2)ccc1N1CCOCC1,-1.2,-7,0,2,0,4,-17,98,-5,3

# 2 records drawn at random from the list so far:
SMILES,MC4R ag barr,TLR9-MyD88 block,m5-HT2A agonist,ABHD5 PLIN5 PPI,Glyco luc inh,H9c2 protect,NCOA2 inhibitor,ABCB6 inh 2,NOD2 RIPK2 PPI,MC4R antag cAMP
Cc1ccnc(NC(=O)c2cnc(Cl)c(Cl)c2)c1,-1.0,-13,3,-8,2,3,-20,91,-2,32*
O=C(c1ccc(CNS(=O)(=O)c2ccc(Br)cc2)cc1)N1CCCCCC1,-2.1,0,7,8,-1,-9,-5,97,-1,14

# Next section
SMILES,MC4R ag barr,TLR9-MyD88 block,m5-HT2A agonist,ABHD5 PLIN5 PPI,Glyco luc inh,H9c2 protect,NCOA2 inhibitor,ABCB6 inh 2,NOD2 RIPK2 PPI,MC4R antag cAMP
O=C(Cn1cncn1)N/N=C/c1ccncc1,0.9,-5,23*,11,2,-1,-33,97,-3,8
O=S(=O)(Oc1ccc(C(=S)N2CCOCC2)cc1)c1ccc(Cl)cc1,-0.1,-3,1,-2,-1,-5,-19,93,2,-2
Cc1nc(SCCc2nc3ccccc3[nH]2)c2oc3ccccc3c2n1,-3.2,-3,1,7,-2,11,-15,92,-2,4
CCCNC(=O)C1(C)CCCN(Cc2cc3ccccc3o2)C1 (configuration not stated),0.0,.,-2,-9,-5,-3,5,95,-6,5
Cc1ccc(S(=O)(=O)NC(N)=NCCc2ccc(Cl)cc2)cc1C,0.1,-7,-3,-4,2,4,-16,99,6,-8
CC(=O)N=c1sc(C(C)(C)C)c(C)n1C,-1.8,-5,0,-5,1,-5,4,105,-2,1
CC1CCCN(CC(=O)NNC(=O)COc2ccc(Br)cc2)C1 (configuration not stated),-0.5,6,-4,-5,-1,-5,-22,100,-12,6
OCCNc1nc2ccccc2n1CC(O)c1ccccc1 (configuration not stated),-3.1,3,1,-8,1,-1,14,103,1,1
COc1cc(-n2c(=O)c3ccccc3n(CC(=O)c3ccc(Br)cc3)c2=O)cc(OC)c1OC,-1.5,5,8,1,0,2,1,100,-5,-1
Fc1ccccc1COc1ccc(/C=N/n2cnnc2)cc1,-1.6,-4,-5,-9,-1,2,-46,89,2,5
CCc1cccc(CC)c1NC(=O)C(NS(=O)(=O)c1cccs1)c1ccccc1 (configuration not stated),-1.2,-1,3,-7,2,12,-9,96,-13,3
CC(C)c1ccccc1NS(=O)(=O)c1cccs1,0.3,-13,-1,3,0,4,-5,88,0,-3
CCCn1c(=O)c2c(ncn2C)n(CCC)c1=O,-0.8,-4,-3,-10,3,8,-5,108,-7,-1
O=C(NC(c1ccc(-c2ccccc2)cc1)c1cnccn1)C1CCN(Cc2ccc(Cl)c(Cl)c2)CC1 (configuration not stated),1.6,.,-9,-3,-6,0,-1,98,4,14
Cc1ccc(NCC(=O)N/N=C/c2cc3ccccc3nc2Cl)cc1,-2.8,3,-1,-2,-3,25,-72,108,2,-2
COc1ccc(CN([C@H](C)CO)S(=O)(=O)N(Cc2ccccc2)[C@H](CO)C(C)C)cc1,1.2,-6,-3,-2,9,6,13,101,8,7
COCCNC(=O)C1(C)CCN(C(=O)c2cc(C(C)(C)C)nn2C)C1 (configuration not stated),-1.6,.,0,-1,2,6,17,96,-12,0
Cc1ccc(NC2CCCN(C(=O)CCC3=NNC(=O)CC3)C2)cc1C (configuration not stated),1.0,6,2,3,1,1,9,103,-1,-1
CCOc1cc(NC(=S)NCCCN2CCOCC2)c(OCC)cc1NC(=O)CC(C)C,-0.8,-1,2,-4,-1,2,-21,90,-10,-3

# Just H9c2 protect and TLR9-MyD88 block (five entries from above):
smiles | H9c2 protect | TLR9-MyD88 block
O=C(NC(c1ccc(-c2ccccc2)cc1)c1cnccn1)C1CCN(Cc2ccc(Cl)c(Cl)c2)CC1 (configuration not stated) | 0 | .
Cc1ccc(NCC(=O)N/N=C/c2cc3ccccc3nc2Cl)cc1 | 25 | 3
COc1ccc(CN([C@H](C)CO)S(=O)(=O)N(Cc2ccccc2)[C@H](CO)C(C)C)cc1 | 6 | -6
COCCNC(=O)C1(C)CCN(C(=O)c2cc(C(C)(C)C)nn2C)C1 (configuration not stated) | 6 | .
Cc1ccc(NC2CCCN(C(=O)CCC3=NNC(=O)CC3)C2)cc1C (configuration not stated) | 1 | 6
